# SIAE primary – human SIAE inhibition, primary screen | hit rate 0.69% among 370,000 | AID 1053197 | Q9HAT2 | inhibition, % at 9.66 µM | SIAE FP-Rh probe binding, fluorescence polarization;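 active = inhibition above a cutoff: mean of compounds within the control limits plus 3 SD of those, cut at about 17% in these data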;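 note: 0% = plate median of compound wells and 100% = probe without SIAE protein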
# PLC-beta3 inh – PLC-beta3 (human) inhibition, primary screen; Purified PLC-beta3, fluorogenic substrate, fluorescence; inhibition, % at 12.2 µM; hit rate 0.18% among 370,000; in the data active = inhibition above about 11%;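 note: 0% = median of compound wells on plate and 100% = full blocker control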
# PLCg1 inh – inhibitors of human phospholipase C gamma1; inhibition, % at 12.2 µM; AID 720700; P19174; hit rate 0.84% among 370,000; purified PLC-gamma1, fluorogenic substrate, fluorescence; in the data active = inhibition above about 9.5%
# Target sequence (P19174 whole entry, looked up): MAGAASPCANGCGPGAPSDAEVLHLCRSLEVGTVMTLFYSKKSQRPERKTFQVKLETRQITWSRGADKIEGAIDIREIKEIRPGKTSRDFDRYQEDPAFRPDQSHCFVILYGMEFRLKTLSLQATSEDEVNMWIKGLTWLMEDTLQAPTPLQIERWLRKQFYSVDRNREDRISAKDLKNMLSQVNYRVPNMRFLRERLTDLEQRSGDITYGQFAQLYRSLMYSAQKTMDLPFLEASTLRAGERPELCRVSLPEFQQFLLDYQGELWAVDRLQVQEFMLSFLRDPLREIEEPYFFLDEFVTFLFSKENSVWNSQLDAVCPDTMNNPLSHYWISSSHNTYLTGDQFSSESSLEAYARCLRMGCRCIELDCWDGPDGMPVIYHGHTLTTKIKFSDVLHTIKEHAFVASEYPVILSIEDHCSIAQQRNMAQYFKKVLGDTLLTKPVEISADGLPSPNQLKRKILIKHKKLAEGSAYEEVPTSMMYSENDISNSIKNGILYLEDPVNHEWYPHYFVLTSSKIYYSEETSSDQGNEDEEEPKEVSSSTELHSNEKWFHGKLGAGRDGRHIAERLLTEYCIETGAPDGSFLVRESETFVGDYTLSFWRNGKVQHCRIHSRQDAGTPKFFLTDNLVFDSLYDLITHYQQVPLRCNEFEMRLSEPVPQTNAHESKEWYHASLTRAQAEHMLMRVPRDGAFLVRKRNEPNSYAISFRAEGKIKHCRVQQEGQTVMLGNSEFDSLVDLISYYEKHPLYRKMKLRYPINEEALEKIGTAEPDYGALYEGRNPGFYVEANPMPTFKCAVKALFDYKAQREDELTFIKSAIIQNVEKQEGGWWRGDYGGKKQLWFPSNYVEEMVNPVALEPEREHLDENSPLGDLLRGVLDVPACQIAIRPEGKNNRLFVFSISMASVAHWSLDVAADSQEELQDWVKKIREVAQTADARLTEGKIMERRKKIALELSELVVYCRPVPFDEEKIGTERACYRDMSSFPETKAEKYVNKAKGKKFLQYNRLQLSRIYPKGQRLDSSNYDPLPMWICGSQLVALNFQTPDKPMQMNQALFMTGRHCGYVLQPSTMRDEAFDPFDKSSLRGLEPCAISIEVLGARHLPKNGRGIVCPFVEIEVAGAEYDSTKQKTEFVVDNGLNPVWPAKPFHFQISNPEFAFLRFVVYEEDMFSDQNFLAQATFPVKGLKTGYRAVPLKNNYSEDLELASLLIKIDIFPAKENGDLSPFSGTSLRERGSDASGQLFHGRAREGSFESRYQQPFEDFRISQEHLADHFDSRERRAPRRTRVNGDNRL
# DDE Tn6 FP inh – inhibitors of Tn6 peptide binding to human fibrin DD(E). inhibition, % at 8.3 µM. hit rate 0.21% among 370,000. Fibrin DD(E) TRITC-Tn6 fluorescence polarization displacement;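 active = inhibition above a per-campaign cutoff: mean of compounds within control limits plus 3 SD, cut at about 15% in these data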;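 note: 0% = median of all compound wells on the plate and 100% = blocking peptide control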
# ASAP1 inh – inhibitors of human ASAP1 ArfGAP activity; inhibition, % at 16.5 µM; ASAP1-stimulated ARF1 GTP hydrolysis, GDP FP detection; hit rate 0.19% among 360,000; Q9ULH1; in the data active = inhibition above about 25%;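 note: 0% = vehicle with enzyme and substrate and 100% = no enzyme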
# TDP2 inh – TDP2 (human) inhibition, absorbance primary screen; O95551; recombinant TDP2, T5PNP hydrolysis, p-nitrophenol absorbance 415 nm; inhibition, % at 12.8 µM; hit rate 0.34% among 370,000; AID 720702;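 active = inhibition above the mean of all tested compounds plus 3 SD, set per campaign, cut at about 25% in these data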;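 note: 0% = DMSO with enzyme and 100% = buffer with substrate but no TDP2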
#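 Test system: human TDP2 enzyme; Input: 120 nM TDP2 per well; Buffer or medium: Mg2+-containing Tris-HCl buffer, pH 7.5; Reagent: 5 mM T5PNP; Dosing: 12.8 µM single point, 1% DMSO; Incubation: reaction 2 h, 37 °C; Detection: p-Nitrophenol epi absorbance; Read-out: % inhibition relative to enzyme-containing and enzyme-free wells; Replicates: single well per compound.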
# ADAM10 inh – inhibits human ADAM10; recombinant ADAM10, EDANS/DABCYL FRET peptide cleavage, 3 h; inhibition, % at 7 µM; hit rate 0.62% among 370,000; AID 720582;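 active = inhibition above a per-campaign cutoff equal to the mean of compounds falling between control-based bounds plus 3 SD, cut at about 20% in these data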;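 note: 0% = DMSO wells while the 100% control is not disclosed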
# Tn7 DDE FP – disrupts Tn7 cyclic peptide binding to fibrin D-Dimer-E complex | P02675 | FP displacement of FITC-Tn7 peptide from fibrin DD(E); 0% = median of compound wells per plate | inhibition, % at 8.3 µM | hit rate 0.13% among 370,000;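 active = inhibition above the mean of compounds falling within the control limits plus 3 SD of them, cut at about 14% in these data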;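 note: 0% = plate median of compound wells and 100% = 10 µM Aha-Tn7 peptide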
#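 System: human fibrin DD(E); quantity: Fibrin-DD(E) at 2 µM final; also added: fluorescent Tn7 probe at 0.1 µM; compound dosing: single nominal test concentration of 8.3 µM per compound; schedule: 10 min preincubation, 3 h with tracer, room temperature; detection: fluorescence polarization of the labelled Tn7 tracer; repeats: one replicate per compound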
# ARFGAP1 inh – inhibitors of rat ARFGAP1 | Q62848 | Arfgap1-stimulated ARF1 GTP hydrolysis, GDP FP detection | inhibition, % at 16.5 µM | hit rate 0.26% among 360,000 | AID 651572;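 active = inhibition above a per-plate limit, mean inhibition of low control wells plus 3 SD, cut at about 25% in these data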;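 note: 0% = DMSO wells with enzyme and 100% = wells lacking Arfgap1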
#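 Material – truncated rat Arfgap1 GAP domain · Buffer or medium – HEPES-based buffer, pH 7.5 · Reagent – human ARF1(Δ1-17)-GTP substrate · Dosing – 16.5 µM single point, 1.26% DMSO · Schedule – GTP hydrolysis reaction 2 h at 25 °C · Technique – GDP detection by fluorescence polarization · Benchmarks – No-Arfgap1 wells (100%) versus DMSO full-reaction wells (0%) · Repeats – single replicate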
# ADAM17 inh – ADAM17 inhibition, QFRET primary screen; P78536; hit rate 0.83% among 370,000; inhibition, % at 6.95 µM; AID 720648; recombinant ADAM17, EDANS/DABCYL FRET peptide cleavage;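 active = inhibition above the mean of compounds lying between control limits plus 3 SD, set per campaign, cut at about 8.5% in these data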;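 note: 0% = DMSO-only wells as the low control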
# * hit, by the source's call; i = inactive; x = not tested or not shown.
Compound,SIAE primary,PLC-beta3 inh,PLCg1 inh,DDE Tn6 FP inh,ASAP1 inh,TDP2 inh,ADAM10 inh,Tn7 DDE FP,ARFGAP1 inh,ADAM17 inh
Nc1c(Cl)c(Cl)nc(C(=O)OCC(=O)NC2CCCCC2)c1Cl,5,-10,0,-8,-6,8,-5,-6,9,-5
CCOC(=O)c1cnc2c(C(=O)OC)cccc2c1NCc1cccnc1,5,-69,-64,1,5,3,-142,4,-3,-53
COCCCN1C(=O)[C@H](CC(=O)N2CCOCC2)[C@]2(C(=O)OC)CCCCC=C12,-1,3,-1,3,x,5,-2,8,x,-1
COC(=O)C1=CO[C@@H](O[C@@H]2O[C@H](CO)[C@@H](O)[C@H](O)[C@H]2O)C2C1C=C[C@@]2(O)CO (stereo not given in full),-3,-2,3,2,6,13,-2,-2,4,-5
CN(C)S(=O)(=O)c1cccc(C(=O)Nc2n[nH]c(C(F)(F)F)n2)c1,5,5,6,1,-1,-21,1,2,-3,1
CCN(CC(=O)Nc1ccc(OC)cc1)C(=O)c1ccc2c(c1)NC(=O)C(C)S2 (stereo not given),-2,-6,-4,-1,0,-5,-12,0,-2,-4
O=C(CSc1ccc(-c2ccco2)nn1)NCc1ccc2c(c1)OCO2,0,-3,-4,11,-2,-8,3,-1,-8,-2
O=C(NCCOc1ccccc1-c1ccccc1)c1ccco1,-2,-3,0,0,9,-1,0,3,-5,0
COc1cc2oc(=O)cc(CN3CCN(c4ccccc4OC)CC3)c2cc1Cl,-8,-13,-13,-5,6,4,-36,-9,9,-10
Cc1cc(C(=O)COc2ccc3ccc(=O)oc3c2)c(C)n1C,5,-106,-96,4,-2,-4,i,3,-5,-203

# Among those listed so far, 5 contain nitrogen in an aromatic ring.
Compound,SIAE primary,PLC-beta3 inh,PLCg1 inh,DDE Tn6 FP inh,ASAP1 inh,TDP2 inh,ADAM10 inh,Tn7 DDE FP,ARFGAP1 inh,ADAM17 inh
Nc1c(Cl)c(Cl)nc(C(=O)OCC(=O)NC2CCCCC2)c1Cl,5,-10,0,-8,-6,8,-5,-6,9,-5
CCOC(=O)c1cnc2c(C(=O)OC)cccc2c1NCc1cccnc1,5,-69,-64,1,5,3,-142,4,-3,-53
CN(C)S(=O)(=O)c1cccc(C(=O)Nc2n[nH]c(C(F)(F)F)n2)c1,5,5,6,1,-1,-21,1,2,-3,1
O=C(CSc1ccc(-c2ccco2)nn1)NCc1ccc2c(c1)OCO2,0,-3,-4,11,-2,-8,3,-1,-8,-2
Cc1cc(C(=O)COc2ccc3ccc(=O)oc3c2)c(C)n1C,5,-106,-96,4,-2,-4,i,3,-5,-203

# (cont.)
Compound,SIAE primary,PLC-beta3 inh,PLCg1 inh,DDE Tn6 FP inh,ASAP1 inh,TDP2 inh,ADAM10 inh,Tn7 DDE FP,ARFGAP1 inh,ADAM17 inh
COc1ccccc1N1CCN(C(=O)C(CC(C)C)NC(=O)C2CCCCC2)CC1 (stereo not given),3,-2,2,4,0,11,-4,-3,11,-3
Cc1n[nH]c(=O)nc1N/N=C/c1ccc(O)c([N+](=O)[O-])c1,-5,2,2,1,-9,4,1,6,4,-1
COC(=O)[C@]12CCCCC=C1N(Cc1ccc(Cl)cc1Cl)C(=O)[C@H](CC(=O)N1CCCCC1)C2,4,2,3,-3,7,-5,11,-5,21,3
Cc1ccc(CNC(=O)c2nccnc2C(=O)O)cc1,1,1,3,7,2,-2,4,3,4,2
CN(C)CCOC(=O)CC12CC3CC(C1)CC(CC(=O)OCCN(C)C)(C3)C2,0,0,3,-2,10,-6,-7,-1,-1,-1
O=C(N/N=C\c1c(O)ccc2ccccc12)c1ccc(Cn2cccn2)o1,24*,-137,-96,1,2,-3,-42,-8,6,-13
Cc1cnc(NC(=O)Cc2cccs2)s1,-1,4,-2,3,5,-1,-3,-3,2,0
CC(=O)NC(=S)Nc1ccc(NC(=O)COc2ccc(C(C)C)cc2)cc1,4,2,2,10,-4,-10,4,-4,9,3
Cn1nnnc1SCC(=O)NC1CCCCC1,0,0,-1,-5,-22,4,-4,-2,3,-5
COc1ccc(-c2ccc3[nH]c4c(c3c2)CCN2C[C@@H]([C@H](C)OC(=O)Nc3cc(Cl)cc(Cl)c3)[C@@H](N(C)C(=O)Nc3cc(Cl)cc(Cl)c3)C[C@@H]42)cc1,-53,-67,-64,-2,7,5,-28,-5,6,-5

# Some of these compounds in order of count of non-hydrogen atoms, low to high:
Compound,SIAE primary,PLC-beta3 inh,PLCg1 inh,DDE Tn6 FP inh,ASAP1 inh,TDP2 inh,ADAM10 inh,Tn7 DDE FP,ARFGAP1 inh,ADAM17 inh
Cc1n[nH]c(=O)nc1N/N=C/c1ccc(O)c([N+](=O)[O-])c1,-5,2,2,1,-9,4,1,6,4,-1
COc1ccccc1N1CCN(C(=O)C(CC(C)C)NC(=O)C2CCCCC2)CC1 (stereo not given),3,-2,2,4,0,11,-4,-3,11,-3
COc1ccc(-c2ccc3[nH]c4c(c3c2)CCN2C[C@@H]([C@H](C)OC(=O)Nc3cc(Cl)cc(Cl)c3)[C@@H](N(C)C(=O)Nc3cc(Cl)cc(Cl)c3)C[C@@H]42)cc1,-53,-67,-64,-2,7,5,-28,-5,6,-5

# (further entries)
Compound,SIAE primary,PLC-beta3 inh,PLCg1 inh,DDE Tn6 FP inh,ASAP1 inh,TDP2 inh,ADAM10 inh,Tn7 DDE FP,ARFGAP1 inh,ADAM17 inh
CCc1ccccc1N(C(=O)CNC(=O)c1ccco1)C(C(=O)NC1CCCC1)c1cccnc1 (stereo not given),-4,-3,2,-3,10,-2,0,-5,-2,-1
O=C1CCN(Cc2ccccc2)N1,7,2,6,-2,5,-28,-2,-1,9,4
CC(OC(=O)c1cc(S(=O)(=O)N2CCOCC2)ccc1F)C(=O)NCc1ccc2c(c1)OCO2 (stereo not given),7,-5,-31,8,-10,-6,-5,7,10,-11
Cc1ccc(C)c(-n2nnnc2SCC(=O)NCC2CCCO2)c1 (stereo not given),6,0,0,3,4,10,-7,1,0,-2
Nc1ccc(C(=O)Nc2cccc(N)c2)cc1,4,-3,0,-9,8,5,0,-2,9,-2
CC(CN1CCN(C/C=C/c2ccccc2)CC1)c1ccccc1 (stereo not given),-1,-3,-2,2,11,4,0,3,7,0
O=C(c1ccc(N2CCCCC2)c([N+](=O)[O-])c1)N1CCN(c2ccccn2)CC1,4,-7,1,-5,10,5,-5,-2,-1,-3
Clc1cccc(-c2csc(Nc3cccnc3)n2)c1,-1,-6,-2,8,5,5,5,-5,12,0
COc1ccc(N2CC(C(=O)N3CCN(c4ccccc4F)CC3)CC2=O)cc1 (stereo not given),-2,-7,-2,-10,2,-8,-2,4,8,-2
Cc1cc(C)c2c(CN(C)Cc3ccccc3)cc(=O)oc2c1,-1,-2,1,3,-2,-4,-8,-4,-1,3

# Additional results follow.
# Below each compound: SIAE primary	PLC-beta3 inh	PLCg1 inh	DDE Tn6 FP inh	ASAP1 inh	TDP2 inh	ADAM10 inh	Tn7 DDE FP	ARFGAP1 inh	ADAM17 inh
COc1ccc(C(=O)N2CCC(n3c(C)nc4cc(F)ccc43)CC2)cc1OC
 : 12	-1	1	6	1	0	-8	-4	9	-6
COCCCN1C2=C(C(=O)CC(C)(C)C2)C(c2ccc(OC)c(OC)c2)C2=C1CC(C)(C)CC2=O
 : 2	-20	-13	2	-4	-28	-17	-1	-6	-5
O=C(COc1ccc(Cl)cc1Cl)N/N=C1\CCCc2ccccc21
 : -4	-1	-3	-5	10	-2	4	11	-2	-7
COCCNC(=O)CN1C(=O)NC2(CCCCCC2)C1=O
 : -5	-1	2	0	8	-10	-10	2	3	-2
COC(=O)c1sc(NC(=O)c2cccc([N+](=O)[O-])c2)c(C(N)=O)c1C
 : -3	2	2	7	-4	-8	-4	2	1	2
CCCc1nc2oc3c(=O)[nH]cnc3c2c2c1COC(C)(C)C2
 : -7	-8	-5	2	-5	5	-23	0	-4	-12
Cc1cc(C)nc(NC(=O)c2c(-c3c(Cl)cccc3Cl)noc2C)n1
 : -8	-1	0	0	7	3	2	1	-3	-1
O=C(CCCCC(=O)Nc1c(I)cc(I)c(C(=O)O)c1I)Nc1c(I)cc(I)c(C(=O)O)c1I
 : -2	-5	-3	-6	-8	-5	-10	-1	14	-5
COc1ccc(-c2oc3ncnc(N)c3c2-c2ccccc2)cc1
 : -5	-26	-20	-1	-8	-10	-76	-3	-10	-14
CCC(=O)N1CCc2cc(S(=O)(=O)NC(C(=O)NC(C)c3ccccc3)C(C)C)ccc21 (stereo not given)
 : 6	2	2	5	3	0	-2	-2	-2	-1
Cc1cc(NC(=O)CCC(=O)N(Cc2cccs2)C(C(=O)NC2CCCC2)c2ccccc2)no1 (stereo not given)
 : 3	3	4	0	0	5	-2	-3	11	1
COCCNC(=O)Cc1c(C)c2cc3c(cc2oc1=O)OC(C)(C)CC3
 : -11	-229	-183	-2	-2	-4	i	7	3	i
COc1ccc(N2CCN(C(=O)CCN3C(=S)NC(C)(C)CC3C)CC2)cc1 (stereo not given)
 : -5	3	0	2	4	0	-4	-1	-2	0
O=C(/C=C/c1c(F)cccc1Cl)Nc1ncccn1
 : 3	-4	-3	2	-12	10	-5	-3	4	-1
CC(=O)c1ccc(NC(=S)NNC(=O)c2ccncc2)cc1
 : 2	-3	-1	5	4	3	-2	2	9	-2
CCN(CC)CCOC(=O)c1ccc2c(c1)OCCO2
 : 1	-7	7	-10	9	-4	-9	3	11	-5
ClC(Cl)(c1nnnn1-c1ccccc1)c1nnnn1-c1ccccc1
 : -2	4	4	1	0	-11	4	0	12	0
COc1ccc(-c2cc(=O)n(-c3nc4ccccc4[nH]3)[nH]2)cc1
 : -2	i	i	-2	12	-9	i	-6	0	-264
CCOC(=O)c1ccc(N2C(=O)CC(N3CCOCC3)C2=O)cc1 (stereo not given)
 : -3	4	4	-6	2	-7	1	-6	4	-1
Cc1ccc(NC(=S)NC(=O)/C=C/c2ccc(Cl)cc2)cc1
 : 2	1	-2	-1	-9	4	-9	4	-5	-3
COc1cccc(-c2nc(CSCC(=O)NCC3CCCO3)c(C)o2)c1 (stereo not given)
 : 0	0	1	-7	4	4	-3	-2	-8	-3
